# MKP-3 inhibition = MKP-3 phosphatase inhibitors, primary screen, biochemical, rat enzyme, in vitro (AID 425) | inhibition, % at 20 µM; hits with a dose series show IC50 in µM | recombinant MKP-3 phosphatase activity, fluorescence; higher % means a stronger effect | 0.17% of 110,000 active; in the data active means inhibition above about 50%;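 further: plate controls were vehicle for no effect and reference inhibitor for full effect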
# Hsp70 displacement = Hsp70 inhibitors, probe displacement, primary screen, biochemical, fluorescence polarization (AID 583). Hsp70 fluorescence polarization probe displacement, mP; higher % means a stronger effect. displacement, % at 20 µM; hits with a dose series show IC50 in µM. 0.06% of 140,000 active; in the data active means displacement above about 50%;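 further: plate controls were vehicle for no effect and reference ligand for full effect; a part of the inactive calls stands beside numbers as strong as those of hits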
# * hit, by the source's call; x = not tested or not shown; & = joins results of further samples. This is a subset; count on the stated rates, not on these rows.
SMILES,MKP-3 inhibition,Hsp70 displacement
C(#CCN1CCOCC1)COCCCOC(c1ccccc1)c1ccccc1,x,-3.0%
CCCCOc1[nH]c2nc(-c3ccco3)n(Cc3ccco3)c(=N)c2c1C#N,0%,12%
O=C(/C=C/c1ccc(-c2cccc([N+](=O)[O-])c2)o1)c1ccc(F)cc1,2%,-5.0%
CCn1cc(C(=O)NC2CCCC2)c(=O)c2cc(S(=O)(=O)N3CCOCC3)ccc21,4%,2.8%
COc1ccc(CCNC2CC(=O)N(CCc3ccccc3)C2=O)cc1OC (centres undefined),0%,-0.5%
CCCCN1C(=O)N(C)C2C1N(C)C(=O)N2CCCC (centres undefined),x,2.0%
CCN(CC)CCCOc1ccc(C)cc1C(C)(C)C,3%,-0.6%
COc1ccccc1C1C=C(c2ccc(Cl)cc2)Nc2nc(NS(C)(=O)=O)nn21 (centres undefined),4%,13%
Cc1ccc(C)c(OC(=O)c2ccncc2)c1,x,-0.2%
N#CC1=C(N)Oc2c(c(=O)oc3ccccc23)C12C(=O)Nc1ccc(Br)cc12 (centres undefined),-7%,-1.1%
CCOC(=O)c1c(C)nn2c1NC(c1ccc(Cl)cc1)CC2C(F)(F)F (centres undefined),-2%,-0.6%
CCOC(=O)c1c(-c2ccccc2)oc2c1C(=O)c1ccccc1C2=O,1%,-1.7%
CCCOc1ccc(C2C(C#N)=C(N)Oc3nc[nH]c(=O)c32)cc1OC (centres undefined),-13%,4.3%
Cc1cccc(NC(=O)CN(C)S(=O)(=O)c2ccc(Cl)cc2)n1,-16%,-6.1%
Nn1c(-c2ccccn2)nnc1-c1ccccn1,-7%,0.4%
O=C(NNC(=O)c1ccc(Cl)c([N+](=O)[O-])c1)c1cccc(Br)c1,2%,0.7%
CCOC(=O)c1cccc(S(=O)(=O)N(CCO)Cc2cc3cc(OC)ccc3[nH]c2=O)c1,-16%,0.9%
Cc1ccc(N2C(=O)CC(NCc3ccc4c(c3)OCO4)C2=O)cc1Cl (centres undefined),0%,1.1%
ONC(=Nc1ccccc1)C(=Nc1ccccc1)NO,9%,-6.2%
O=C(NOC(=O)c1ccc(Cl)cc1Cl)c1ccc(Cl)cc1,-2%,-0.6%
CCN(CC)C(=O)c1c(-c2ccccc2)oc2ccc(O)cc12,3%,-5.3%
Cc1ccc(-c2nc(=S)c3c(n2Cc2ccco2)CC(C)(C)OC3)cc1,2%,-0.6%
COc1ccc(C2/C(=C(\O)c3ccc(Cl)cc3)C(=O)C(=O)N2c2cccnc2)cc1OC (centres undefined),1%,-6.3%
O=C(Cn1cnc2scc(-c3ccc(F)cc3)c2c1=O)N1CCOCC1,x,4.9%
C=CCN1C(=O)/C(=C\c2ccc(OC(=O)c3ccc([N+](=O)[O-])cc3)c(OC)c2)SC1=S,4%,0.0%
c1ccc(CCc2ccccc2-c2nc(-c3cccnc3)no2)cc1,-11%,-2.6%
CCOc1ccccc1NC(=O)C1C2C3CCC(C3)C12 (centres undefined),0%,0.9%
C(=NCCc1ccccc1)c1ccc(OC2CSC2)cc1,0%,0.9%
Cc1cc(C)cc(NC(=O)CN2C(=O)NC(C)(c3ccccc3)C2=O)c1 (centres undefined),x,-2.9%
c1coc(-c2nc3c(ccc4ccccc43)[nH]2)c1,-4%,-2.8%
Cc1cc(C)cc(N2C(=O)NC(=O)/C(=C\c3ccsc3)C2=O)c1,-2%,-6.4%
Cc1ccc([N+](=O)[O-])cc1N=Cc1ccc([N+](=O)[O-])o1,2%,0.9%
CCOC(=O)c1sc(NC(=O)c2ccncc2)nc1C,-3%,1.4%&5.9%
CCOC(=O)c1c(NC(=O)c2ccc(Cl)c([N+](=O)[O-])c2)sc(C(=O)Nc2cc(C(F)(F)F)ccc2Cl)c1C,3%,-6.0%
CN1CCN(CC(=O)Nc2nc(-c3ccccc3)cs2)CC1,-9%,0.1%
CCCc1nc(SCc2ccccn2)c2c(=O)n(C)c(=O)n(C)c2n1,4%,-1.5%
COc1ccc(Cl)cc1NC(=O)NC(C)c1ccncc1 (centres undefined),-4%,3.2%
COc1ccc(OC)c(C(=O)c2coc3ccc(O)cc23)c1,-4%,2.6%
CCCNS(=O)(=O)c1ccc(OCC(=O)Nc2ccccc2F)cc1,-6%,-4.4%
COc1cc2c(C(=O)N3CCN(c4ccccc4)CC3)c(C)oc2cc1Br,4%,-3.0%
Cc1ccc(NC(=O)C2C(c3ccccc3)=C2c2ccccc2)c(C)c1,3%,-2.3%
CC1=CC(C)(C)NC(=S)N1c1cccc2ccccc12,x,-0.3%
COC(=O)c1[nH]c(C)c(/C(O)=C2\C(=O)C(=O)N(CCN3CCOCC3)C2c2cccnc2)c1C (centres undefined),-8%,-3.8%
CCC(Oc1ccccc1)C(=O)Nc1cc(Cl)ccc1OC (centres undefined),4%,2.0%
O=C(NCC1CCCO1)c1ccc2c(c1)C(=O)N(N1C(=O)c3ccccc3C1=O)C2=O (centres undefined),3%,1.9%
O=C(Nc1cccc(C(F)(F)F)c1)c1cnn2c(C(F)(F)F)cc(-c3cccs3)nc12,-2%,0.4%
CCOc1ccc(N=Cc2cc(Cl)ccc2OC)cc1,-1%,0.8%
CC1CN(c2nc3ccccc3nc2C(C#N)C(=O)OC2CCCCC2)CC(C)O1 (centres undefined),0%,-125%
COc1ccc(NC(=O)CN2CCN(S(=O)(=O)c3ccc(Cl)cc3)CC2)cc1Cl,1%,0.2%
Oc1ccc(-c2cc(-c3ccc(O)cc3)nc(-c3ccccc3)n2)cc1,3%,-7.8%

# Additional structures follow.
SMILES,MKP-3 inhibition,Hsp70 displacement
CC1=C(C)CC(C(=O)Nc2cccc(Cl)c2)C(C(=O)O)C1 (centres undefined),10%,-3.3%
COc1ccc(NC(=O)COC(=O)c2ccc(OCc3c(C)noc3C)cc2)cc1OC,x,0.7%
O=C(NCCCN1CCCC1=O)c1nnc(Cc2c(F)cccc2Cl)o1,3%,108%
CCc1ccc(N2C(=O)NC(=O)/C(=C\c3cc(I)c(O)c(OC)c3)C2=O)cc1,2%,4.3%
O=C(NCc1ccco1)c1ccccc1NC(=O)C1CC(=O)N(c2ccc(Cl)cc2)C1 (centres undefined),1%,5.6%
CN1C(=O)/C(=C\c2ccsc2)SC1=S,2%,8.8%
CN1CCN(S(=O)(=O)c2ccc(NC(=O)C3CCCO3)cc2)CC1 (centres undefined),-7%,5.8%
O=C(OCCO)c1cc(Cl)c(C(=O)OCCO)cc1Cl,2%,-1.3%
Cc1ccc(CNC(=O)C(=O)Nc2ccccc2Br)cc1,0%,3.2%
Cc1nn(-c2ccccc2)cc1/C=N/O,-3%,1.4%
O=C(c1ccccc1)N1CCN(c2ccc([N+](=O)[O-])cc2Cl)CC1,5%,2.1%
CC(C)=CC(=O)N1CCCc2ccccc21,3%,-8.9%
Cc1ccc(C(C)C)c(OCCOc2ccc(/C=N/n3cnnc3)cc2)c1,3%,-17%
O=C(CCC(=O)N1CCN(S(=O)(=O)c2ccc(Cl)cc2)CC1)NC1CCCc2ccccc21 (centres undefined),x,2.9%
Cc1onc(-c2ccccc2)c1C(N)=O,-4%,-1.5%
CCOc1c(C)cc2[nH]c(CCC(=O)O)nc2c1C,0%,-7.0%
Cc1nc2ccc(S(=O)(=O)N(C)CC(=O)N3CCc4ccccc4C3)cc2s1,5%,-0.4%
COC(=O)C1=NNC2C(=O)N(c3cccc(C)c3)C(=O)C12 (centres undefined),-1%,2.0%
COc1ccc(/C(N)=N/OC(=O)/C=C/c2ccccc2)cc1,3%,1.3%
CN1CCN(C2=NC(=O)/C(=C/c3ccc([N+](=O)[O-])cc3)S2)CC1,2%,5.5%
O=C1C2C3CCC(O3)C2C(=O)N1c1ccccc1 (centres undefined),-3%,-5.0%
COc1ccccc1NC(=O)COc1ccc(C)cc1,2%,-5.6%
COc1ccc(N2C(=O)CCC(C(=O)N3CCCCC3)C2c2ccc(OC)c(OC)c2)cc1 (centres undefined),10%,x
Cc1nnc(NC(=O)c2ccc(S(=O)(=O)N3CCCCCC3)cc2)o1,-5%,-5.4%
Cc1ccc(CSc2nnc(Nc3ccc(C)cc3)s2)cc1,x,5.7%
O=C(Nc1ccc2c(c1)OCCO2)C1CCCN(S(=O)(=O)c2cccs2)C1 (centres undefined),-1%,2.7%
CC(C)CN1C(=O)c2ccc(C(=O)Nc3c[nH]c(=O)[nH]c3=O)cc2C1=O,-3%,1.8%
CCOc1nc(OCC)nc(-n2cc(-c3ccccc3)nn2)n1,3%,1.3%
O=C(CN(c1ccccc1)S(=O)(=O)c1ccccc1[N+](=O)[O-])N1CCCC1,0%,0.8%
Cc1cc(NCCN2CCOCC2)n2nc(C)c(-c3ccc(Cl)cc3)c2n1,4%,2.6%
O=C1NC(=Nc2cccc(O)c2)CS1,1%,-1.8%
CCOC(=O)C1CCCCN1Cc1cccc(OC)c1OC (centres undefined),x,-4.5%
COc1cc(NC(=O)c2ccc3c(c2)C(=O)N(CC2CCCO2)C3=O)c(C(=O)O)cc1OC (centres undefined),-1%,-3.2%
O=C(c1cn(-c2ccccc2)nc1-c1ccc(Cl)s1)N1CCOCC1,-4%,2.2%
Cc1nnc(NC2CCCCC2)[nH]c1=O,-4%,-1.9%
O=C(Cn1c(C(=O)N2CCc3ccccc3C2)cc2sccc21)c1ccccc1,-3%,3.7%
Cc1cc(CNC(=O)c2cc(Br)ccc2Cl)nn1C,-10%,4.2%
N#CC1=C(N)Oc2c(oc(CO)cc2=O)C1c1ccsc1 (centres undefined),-5%,3.9%
O=C1c2cccnc2C(Nc2ccc(S(=O)(=O)N3CCCCCC3)cc2)N1Cc1ccccc1 (centres undefined),10%,-2.1%
COc1c(F)c(F)c(C(=O)Nc2ccc(N3CCN(C(C)=O)CC3)c(Cl)c2)c(F)c1F,x,4.5%
O=C1C2C(c3ccccc3)C=CC(c3ccccc3)C2C(=O)N1CCCO (centres undefined),x,6.7%
C=C(C)c1cccc(C(C)(C)NC(=O)N2CCN(c3ncccn3)CC2)c1,x,2.8%
CN(C)CCC(=O)c1ccc(Cl)cc1,8%,0.4%
O=C(O)c1ccc(CS(=O)(=O)c2ccc(Br)cc2)cc1,3%,-1.1%
Cn1c(C(=O)N2CCCC(C(=O)NCCN3CCOCC3)C2)cc2sccc21 (centres undefined),2%,-3.8%
Cc1ccc(-c2cc(C(=O)N/N=C/c3ccco3)[nH]n2)cc1,1%,0.2%&-1.6%
COc1ccccc1NC(=O)N1CCCC1C(=O)NCc1ccccc1F (centres undefined),-7%,2.5%
Cc1nn(C)cc1CN(C)C(=O)c1nn2c(c1Cl)NC(c1cccs1)CC2C(F)(F)F (centres undefined),-12%,4.8%
O=C(COc1ccc(Cl)cc1Br)N/N=C/c1cc([N+](=O)[O-])ccc1O,-1%,2.3%
CCOC(=O)c1ccc(NC(=O)CCc2nc(-c3ccc(C)cc3)no2)cc1,10%,-2.4%

# Next section:
SMILES,MKP-3 inhibition,Hsp70 displacement
COC(=O)c1cccc(NC(=O)Cn2cnc3ccccc3c2=O)c1,-10%,-2.1%
Nc1nonc1C(=Nc1ccccc1)NO,-7%,5.7%
COC(=O)c1cc(NC(=O)c2ccoc2C)cc(C(=O)OC)c1,-11%,7.4%
CCOc1cc(C(=S)N2CCN(C)CC2)ccc1OCC(=O)N1CCOCC1,-8%,5.0%
Cc1ccc(NC(=O)COc2ccccc2Cl)c(C(=O)O)c1,4%,0.3%
CC(=O)c1c(C)n(-c2ccc(N(C)C)cc2)c2ccc(O)cc12,0%,3.8%
COc1ccc(C(=O)OC2CCN(C)CC2)cc1,x,5.3%
CC(C(=O)Nc1ccc(S(=O)(=O)N2CCOCC2)cc1)N(c1ccccc1)S(C)(=O)=O (centres undefined),-1%,-2.4%
Cc1ccc(Cc2nc(-c3ccccn3)no2)cc1,x,-3.7%
COc1cc2c(cc1OC)C(c1ccc3c(c1)OCO3)CC(=O)N2 (centres undefined),-7%,7.6%
Nn1cnnc1SCC(=O)Nc1ccc(C2CCCCC2)cc1,-9%,-1.8%
O=C(O)Cc1ccc2[nH]c3ccc(CC(=O)O)cc3c2c1,-7%,21%
C#CCN(C)Cc1ccccc1,3%,3.5%
COc1ccc(CC(=O)Nc2ccc3c(c2)Cc2ccccc2-3)cc1OC,4%,-2.1%
Cc1ccccc1C(=O)N1CCCN(C(=O)c2ccccc2C)CC1,0%,0.6%

# In the list so far, these contain an NH in an aromatic ring.
SMILES,MKP-3 inhibition,Hsp70 displacement
CCCCOc1[nH]c2nc(-c3ccco3)n(Cc3ccco3)c(=N)c2c1C#N,0%,12%
CCCOc1ccc(C2C(C#N)=C(N)Oc3nc[nH]c(=O)c32)cc1OC (centres undefined),-13%,4.3%
CCOC(=O)c1cccc(S(=O)(=O)N(CCO)Cc2cc3cc(OC)ccc3[nH]c2=O)c1,-16%,0.9%
c1coc(-c2nc3c(ccc4ccccc43)[nH]2)c1,-4%,-2.8%
COC(=O)c1[nH]c(C)c(/C(O)=C2\C(=O)C(=O)N(CCN3CCOCC3)C2c2cccnc2)c1C (centres undefined),-8%,-3.8%
CCOc1c(C)cc2[nH]c(CCC(=O)O)nc2c1C,0%,-7.0%
CC(C)CN1C(=O)c2ccc(C(=O)Nc3c[nH]c(=O)[nH]c3=O)cc2C1=O,-3%,1.8%
Cc1nnc(NC2CCCCC2)[nH]c1=O,-4%,-1.9%
Cc1ccc(-c2cc(C(=O)N/N=C/c3ccco3)[nH]n2)cc1,1%,0.2%&-1.6%
O=C(O)Cc1ccc2[nH]c3ccc(CC(=O)O)cc3c2c1,-7%,21%

# Screens from PubChem BioAssay.
